Assay outcomes deposited in PubChem by The Scripps Research Institute Molecular Screening Center.
CHRM4 agonist: CHRM4 agonism in calcium assay; 360,000 compounds, 0.14% hits; CHO-K1 hM4/Gqi5, Fluo-8 calcium fluorescence; vehicle 0%, full acetylcholine response 100%; activation, % at 3 µM; P08173;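 active = activation above the run mean over all test wells plus 3 SD, cut at about 32% in these data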;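 note: peak over basal fluorescence ratio per well then scaled between controls; 0% = DMSO wells and 100% = acetylcholine at EC100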
Target sequence (P08173 whole entry, looked up): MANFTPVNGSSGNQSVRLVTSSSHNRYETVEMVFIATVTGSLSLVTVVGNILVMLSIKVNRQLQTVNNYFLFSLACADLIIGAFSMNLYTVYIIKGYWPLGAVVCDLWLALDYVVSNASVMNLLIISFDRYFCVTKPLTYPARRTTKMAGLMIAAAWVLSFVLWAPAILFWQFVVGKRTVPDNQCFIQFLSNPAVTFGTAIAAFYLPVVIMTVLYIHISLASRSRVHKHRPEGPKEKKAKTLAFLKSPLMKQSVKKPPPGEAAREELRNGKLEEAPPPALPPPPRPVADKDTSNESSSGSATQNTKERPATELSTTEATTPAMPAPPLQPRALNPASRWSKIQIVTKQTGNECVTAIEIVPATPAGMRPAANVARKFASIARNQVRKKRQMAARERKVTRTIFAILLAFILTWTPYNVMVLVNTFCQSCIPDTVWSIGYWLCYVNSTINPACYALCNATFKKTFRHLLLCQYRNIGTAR
CHRM5 agonist: agonists of human muscarinic M5 receptor (CHRM5); CHO-K1 hM5 cells, Fluo-8 calcium fluorescence; 0% DMSO wells, 100% maximal acetylcholine response; activation, % at 3 µM; 360,000 compounds, 0.19% hits;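 active = activation above the run's mean over test compounds plus 3 SD, cut at about 23% in these data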;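 note: signal is peak over basal fluorescence ratio across the kinetic read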
CHRM1 antagonist: antagonists of human M1 muscarinic receptor; CHO-K1 hM1, Fluo-8 calcium fluorescence, ACh EC80 antagonist; inhibition, % at 3 µM; 360,000 compounds, 1.3% hits; AID 588852;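 active = percent inhibition above its own plate's cutoff, namely the mean of that plate's compound wells plus 3 SD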;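 note: peak over basal fluorescence ratio during 140 s after agonist addition; 0% = ACh EC80 plus DMSO and 100% = DMSO alone without agonist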
CHRM5 PAM: potentiates acetylcholine response at human M5 receptor. CHO-K1 hM5, Fluo-8 calcium, ACh EC20 PAM; 0% = ACh EC20, 100% = ACh EC100. activation, % at 3 µM. P08912. 360,000 compounds, 0.3% hits;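 active = activation above the run cutoff, the mean activation of all test compounds plus 3 SD, cut at about 18% in these data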
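Replicates: One well per compound, no replicates | System: Human M5 receptor in CHO-K1 cells | Benchmarks: Low control EC20 acetylcholine (0%), high control EC100 acetylcholine (100%) | Probe or stimulus: Acetylcholine, EC20 level | Times: Fluo-8 loading 80 min at 37 °C plus 30 min room temperature | Signal: Intracellular calcium via Fluo-8 fluorescence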
CHRM5 antagonist: blocks acetylcholine activation of human M5 receptor. inhibition, % at 3 µM. CHO-hM5 cells, Fluo-8 calcium fluorescence, ACh EC80. P08912. 360,000 compounds, 0.59% hits;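 active = inhibition above a per-plate cutoff, the mean of that plate's test compounds plus 3 SD, cut at about 27% in these data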;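 note: 0% = acetylcholine EC80 with DMSO and 100% = DMSO without agonist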
CHRM1 PAM: positive allosteric modulators of human M1 muscarinic receptor; AID 588819; P11229; activation, % at 3 µM; 360,000 compounds, 0.088% hits; CHO-K1 hM1, Fluo-8 calcium fluorescence, ACh EC20; 0% = ACh EC20, 100% = maximal ACh; in the data active = activation above about 19%, passing the limit was not always enough
CHRM4 antagonist: blocks acetylcholine activation of human M4 receptor; CHO-hM4 cells, ACh EC80, Fluo-8 calcium fluorescence; inhibition, % at 3 µM; 360,000 compounds, 0.73% hits; P08173;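 active = inhibition above its plate's cutoff, the mean inhibition of sample wells plus 3 SD, cut at about 27% in these data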;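 note: 0% = acetylcholine EC80 with DMSO and 100% = DMSO without agonist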
TAAR1 agonist: human TAAR1 agonism. Q96RJ0. AID 624467. CHO RD-HGA16 TAAR1, Fluo-8 calcium fluorescence; vehicle wells 0%, saturating PEA agonist 100%. 360,000 compounds, 0.99% hits. activation, % at 3 µM;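 active = activation above the mean activation of all test compounds in the run plus 3 SD, cut at about 38% in these data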
Target sequence (Q96RJ0 whole entry, looked up): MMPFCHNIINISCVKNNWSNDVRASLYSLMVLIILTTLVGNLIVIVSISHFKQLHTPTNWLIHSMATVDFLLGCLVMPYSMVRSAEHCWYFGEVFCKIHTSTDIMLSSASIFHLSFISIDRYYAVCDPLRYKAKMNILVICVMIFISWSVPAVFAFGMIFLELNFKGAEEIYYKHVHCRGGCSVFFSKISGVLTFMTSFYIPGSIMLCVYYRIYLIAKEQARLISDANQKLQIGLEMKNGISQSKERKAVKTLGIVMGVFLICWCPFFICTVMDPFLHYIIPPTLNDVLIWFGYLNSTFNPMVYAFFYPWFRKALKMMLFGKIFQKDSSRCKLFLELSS
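Test system: RD-HGA16 (CHO) cells co-expressing Gα16 and hTAAR1; dosing: one-point dosing at 3 µM (nominal); timing: 17-24 h seeding, 75 min 37 °C dye, 30 min RT; signal: kinetic Fluo-8 calcium fluorescence; read-out basis: % activation relative to PEA EC100 response; controls: DMSO and PEA EC100; replicates: n 1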
CHRM1 agonist: agonists of human M1 muscarinic receptor | P11229 | CHO-K1 hM1, Fluo-8 calcium fluorescence, agonist mode; 0% DMSO, 100% acetylcholine EC100 | activation, % at 3 µM | 360,000 compounds, 0.33% hits;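 active = activation above the run's mean compound activation plus 3 SD, cut at about 16% in these data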;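 note: peak over basal fluorescence ratio within a 140 s kinetic read after compound addition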
Active calls of the source: *. Not all compounds are listed. The share of hits here may be higher or lower than overall.

`CC1CCCCC1NS(=O)(=O)c1ccc2c(c1)CC(=O)N2C` (centres undefined) gave CHRM4 agonist -1, CHRM5 agonist -3, CHRM1 antagonist -6, CHRM5 PAM -3, CHRM5 antagonist 8, CHRM1 PAM 3, CHRM4 antagonist -11, TAAR1 agonist 1 and CHRM1 agonist -1.
O=C(CSc1nnnn1C1CCCCC1)NCc1cccc(C(=O)O)c1 was read as CHRM4 agonist 0, CHRM5 agonist -4, CHRM1 antagonist 4, CHRM5 PAM 0, CHRM5 antagonist 4, CHRM1 PAM -1, CHRM4 antagonist -6, TAAR1 agonist 8 and CHRM1 agonist -4.
Screening CCc1cccc(C)c1NC(=O)COC(=O)Cc1ccsc1 returned CHRM4 agonist 1, CHRM5 agonist -2, CHRM1 antagonist -5, CHRM5 PAM 0, CHRM5 antagonist 3, CHRM1 PAM 5, CHRM4 antagonist -4, TAAR1 agonist 2 and CHRM1 agonist -3.
`COc1ccc(/C=N/NC(=O)c2cc(-c3ccccc3)nc3ccccc23)c(OC)c1` gave CHRM4 agonist 13, CHRM5 agonist 0, CHRM1 antagonist -8, CHRM5 PAM -9, CHRM5 antagonist 14, CHRM1 PAM -1, CHRM4 antagonist 9, TAAR1 agonist 6 and CHRM1 agonist -3.
CC1(C)Cc2cccc(OCC(=O)Nc3cccnc3Cl)c2O1 was read as CHRM4 agonist 1, CHRM5 agonist -2, CHRM1 antagonist -10, CHRM5 PAM -4, CHRM5 antagonist 2, CHRM1 PAM 7, CHRM4 antagonist -1, TAAR1 agonist 2 and CHRM1 agonist -4.
Screening CN(CCc1cnn(C)c1)Cc1cn(C)nc1-c1ccc2c(c1)OCCO2 returned CHRM4 agonist 1, CHRM5 agonist -4, CHRM1 antagonist -11, CHRM5 PAM 2, CHRM5 antagonist 1, CHRM1 PAM 12, CHRM4 antagonist -1, TAAR1 agonist 0 and CHRM1 agonist -11.
`CCCCN(C(=O)CSCc1ccc(C)cc1)c1c(N)n(Cc2ccccc2)c(=O)[nH]c1=O` gave CHRM4 agonist 0, CHRM5 agonist -3, CHRM1 antagonist -13, CHRM5 PAM 1, CHRM5 antagonist 2, CHRM1 PAM 6, CHRM4 antagonist -3, TAAR1 agonist 4 and CHRM1 agonist -3.
CCCCNC(=O)CSc1nc2cc(OC)c(OC)cc2c(=O)n1Cc1ccc(OC)cc1 was read as CHRM4 agonist 1, CHRM5 agonist 1, CHRM1 antagonist -4, CHRM5 PAM 3, CHRM5 antagonist 0, CHRM1 PAM 8, CHRM4 antagonist 8, TAAR1 agonist 7 and CHRM1 agonist -3.
For COCCOC(=O)C1=C(C)NC(=O)NC1c1cc2c(cc1Br)OCO2 (centres undefined) the results were CHRM4 agonist 0, CHRM5 agonist -2, CHRM1 antagonist -19, CHRM5 PAM 2, CHRM5 antagonist 8, CHRM1 PAM 15, CHRM4 antagonist -6, TAAR1 agonist 2 and CHRM1 agonist 2.
For COc1ccc(NC(C)=O)cc1NC(C)C(=O)Nc1cccc2ccccc12 (centres undefined) the results were CHRM4 agonist 0, CHRM5 agonist -1, CHRM1 antagonist 8, CHRM5 PAM 2, CHRM5 antagonist -4, CHRM1 PAM 4, CHRM4 antagonist 0, TAAR1 agonist 0 and CHRM1 agonist -1.
For O=C(NN=Cc1ccc(Cl)cc1Cl)c1ccccc1 the results were CHRM4 agonist -1, CHRM5 agonist -1, CHRM1 antagonist -17, CHRM5 PAM -6, CHRM5 antagonist 3, CHRM1 PAM 4, CHRM4 antagonist -6, TAAR1 agonist -2 and CHRM1 agonist -2.
CCOC(=O)c1cnc(SC)nc1Oc1cccc(NC(=O)c2ccc(Cl)cc2)c1 was read as CHRM4 agonist 1, CHRM5 agonist 0, CHRM1 antagonist -15, CHRM5 PAM 0, CHRM5 antagonist 5, CHRM1 PAM 6, CHRM4 antagonist -6, TAAR1 agonist 16 and CHRM1 agonist -3.
Cc1ccc(NC(=O)c2noc3c2CCc2ccccc2-3)cc1 was read as CHRM4 agonist 0, CHRM5 agonist 0, CHRM1 antagonist 5, CHRM5 PAM 1, CHRM5 antagonist -1, CHRM1 PAM 2, CHRM4 antagonist 5, TAAR1 agonist 12 and CHRM1 agonist -3.
For COC(=O)C1=C(C)NC(=O)CC1c1cccc(Cl)c1Cl (centres undefined) the results were CHRM4 agonist -1, CHRM5 agonist -4, CHRM1 antagonist -11, CHRM5 PAM -8, CHRM5 antagonist 2, CHRM1 PAM 9, CHRM4 antagonist 5, TAAR1 agonist -1 and CHRM1 agonist -9.
`COc1cc(/C=N/NC(=O)CCn2nc(C)cc2C)ccc1O` gave CHRM4 agonist 1, CHRM5 agonist 0, CHRM1 antagonist -12, CHRM5 PAM 4, CHRM5 antagonist -4, CHRM1 PAM 10, CHRM4 antagonist -4, TAAR1 agonist -3 and CHRM1 agonist -3.
CN(CC(=O)Nc1ccc(F)c(F)c1)S(=O)(=O)c1cccs1 was read as CHRM4 agonist 3, CHRM5 agonist -3, CHRM1 antagonist -15, CHRM5 PAM -1, CHRM5 antagonist 9, CHRM1 PAM 10, CHRM4 antagonist -5, TAAR1 agonist 3 and CHRM1 agonist 10.
`COc1cc(NC(=O)COC(=O)c2nc3nc(C)cc(C)n3n2)cc(OC)c1` gave CHRM4 agonist 0, CHRM5 agonist 2, CHRM1 antagonist -6, CHRM5 PAM -5, CHRM5 antagonist 6, CHRM1 PAM 12, CHRM4 antagonist -3, TAAR1 agonist 2 and CHRM1 agonist -3.
For Cn1cnc(C(F)(F)F)c1-c1ccc([N+](=O)[O-])cc1 the results were CHRM4 agonist 0, CHRM5 agonist -2, CHRM1 antagonist -6, CHRM5 PAM 2, CHRM5 antagonist -4, CHRM1 PAM 7, CHRM4 antagonist -5, TAAR1 agonist -1 and CHRM1 agonist -7.
Screening CCCCCCC(NC(=O)Cc1ccc2ccccc2c1)C(=O)O (centres undefined) returned CHRM4 agonist 0, CHRM5 agonist 1, CHRM1 antagonist -1, CHRM5 PAM 3, CHRM5 antagonist -5, CHRM1 PAM 3, CHRM4 antagonist -3, TAAR1 agonist 9 and CHRM1 agonist -5.
For Cc1cc(C)cc(-n2nnnc2SCC(=O)Nc2cccc(NC(=O)c3ccco3)c2)c1 the results were CHRM4 agonist 6, CHRM5 agonist -4, CHRM1 antagonist 4, CHRM5 PAM -18, CHRM5 antagonist 5, CHRM1 PAM 1, CHRM4 antagonist -8, TAAR1 agonist 5 and CHRM1 agonist -4.
For Cc1nc2ccccc2cc1C(=O)NCc1ccc(F)cc1 the results were CHRM4 agonist 10, CHRM5 agonist 9, CHRM1 antagonist -7, CHRM5 PAM -10, CHRM5 antagonist 7, CHRM1 PAM 4, CHRM4 antagonist 1, TAAR1 agonist 9 and CHRM1 agonist 1.
`FCCCOc1ccc(-c2nccc(-c3ccc(Br)cc3)n2)cc1` gave CHRM4 agonist 0, CHRM5 agonist -3, CHRM1 antagonist -27, CHRM5 PAM -1, CHRM5 antagonist -1, CHRM1 PAM -3, CHRM4 antagonist 3, TAAR1 agonist 13 and CHRM1 agonist -2.
For Cc1ccccc1OCC(=O)Nc1ccc2c(c1)OCCO2 the results were CHRM4 agonist 2, CHRM5 agonist -4, CHRM1 antagonist -2, CHRM5 PAM 7, CHRM5 antagonist 2, CHRM1 PAM 1, CHRM4 antagonist -6, TAAR1 agonist 2 and CHRM1 agonist -6.
O=C(CSCc1cccc(Br)c1)N/N=C/c1ccc2c(c1)OCO2 was read as CHRM4 agonist 2, CHRM5 agonist 0, CHRM1 antagonist -1, CHRM5 PAM -6, CHRM5 antagonist 0, CHRM1 PAM 1, CHRM4 antagonist -7, TAAR1 agonist 11 and CHRM1 agonist -3.
Screening O=c1c2ccccc2nc(SCc2ccc([N+](=O)[O-])cc2)n1-c1ccccc1 returned CHRM4 agonist 2, CHRM5 agonist -2, CHRM1 antagonist 12, CHRM5 PAM -6, CHRM5 antagonist 7, CHRM1 PAM 23*, CHRM4 antagonist -2, TAAR1 agonist 4 and CHRM1 agonist -3.
`COC(=O)Cc1ccc(N(Cc2ccccc2F)S(=O)(=O)c2ccc(Br)cc2)cc1` gave CHRM4 agonist 0, CHRM5 agonist 1, CHRM1 antagonist 9, CHRM5 PAM 1, CHRM5 antagonist -7, CHRM1 PAM -11, CHRM4 antagonist 7, TAAR1 agonist 8 and CHRM1 agonist -6.
Cc1ccc(S(=O)(=O)N2[C@@H](c3ccccc3)C(C(=O)O)=CC[C@H]2c2cccc(C)c2)cc1 was read as CHRM4 agonist 1, CHRM5 agonist -1, CHRM1 antagonist -1, CHRM5 PAM -8, CHRM5 antagonist 16, CHRM1 PAM -3, CHRM4 antagonist -2, TAAR1 agonist 4 and CHRM1 agonist -5.
Screening Nc1ccc(N=Nc2ccccc2)c2ccccc12 returned CHRM4 agonist 0, CHRM5 agonist -2, CHRM1 antagonist -20, CHRM5 PAM 6, CHRM5 antagonist 5, CHRM1 PAM 16, CHRM4 antagonist -4, TAAR1 agonist 3 and CHRM1 agonist -2.
Screening COc1cccc(-c2nnc(SCc3cccnc3)o2)c1 returned CHRM4 agonist 0, CHRM5 agonist 0, CHRM1 antagonist 1, CHRM5 PAM 1, CHRM5 antagonist -12, CHRM1 PAM 10, CHRM4 antagonist 0, TAAR1 agonist 12 and CHRM1 agonist -6.
CCCN(CCC)C(=O)c1ccccc1C(=O)N(CCC)CCC was read as CHRM4 agonist 1, CHRM5 agonist 0, CHRM1 antagonist -9, CHRM5 PAM 3, CHRM5 antagonist -3, CHRM1 PAM 5, CHRM4 antagonist -5, TAAR1 agonist 0 and CHRM1 agonist -2.
COc1ccc(CCNC(=O)CCCn2nc(C)c([N+](=O)[O-])c2C)cc1OC was read as CHRM4 agonist 1, CHRM5 agonist -1, CHRM1 antagonist -16, CHRM5 PAM 4, CHRM5 antagonist 4, CHRM1 PAM 10, CHRM4 antagonist -13, TAAR1 agonist 0 and CHRM1 agonist -1.
`O=C(NC1CCN(C(=O)Nc2cccc(Cl)c2)CC1)c1ccco1` gave CHRM4 agonist 0, CHRM5 agonist 0, CHRM1 antagonist 1, CHRM5 PAM 3, CHRM5 antagonist -6, CHRM1 PAM 7, CHRM4 antagonist 0, TAAR1 agonist 0 and CHRM1 agonist -6.
